GSK3A inh: human GSK-3 alpha kinase inhibition | ADP-Glo luminescence, 60 min | AID 2650 | P49840 | inhibition, % at 10 µM | 0.1% of 320,000 active;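 in the data active = inhibition above about 50%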;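 note: GST-tagged GSK-3 alpha with peptide substrate and 25 µM ATP; 0% = DMSO neutral wells and 100% = GW8510 positive control wells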
IEC-6 tox: counter-screen for KLF5 inhibitors: cytotoxicity in IEC-6 cells; inhibition, % at 5 µM; AID 1825; IEC-6 cytotoxicity, luminescence viability; 0.78% of 290,000 active; in the data active = inhibition above about 22%;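 note: 0% = plate median of test compound wells and 100% = cytotoxic reference compound wells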
aSyn 5UTR inh: 5' untranslated region of α-synuclein, MLPCN primary screen. alpha-synuclein 5'UTR reporter, inhibitor activity. inhibition, % (tested at 7.5 µM). 0.82% of 300,000 active. AID 1813; in the data active = inhibition above about 60%;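 note: H4 neuroglioblastoma cells stably carrying SNCA 5'UTR luciferase fusion; 0% = DMSO wells and 100% = positive control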
GSK3beta inhib: human GSK3beta kinase inhibition | P49841 | AID 2097 | GST-GSK3beta kinase, ADP-Glo luminescence, 60 min; active compounds read low | 0.038% of 300,000 active | activity score (negative = inhibition), % at 10 µM;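 active = more than half of replicate wells score below -50%, meaning over 50% inhibition versus plate controls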;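 note: 0% = median DMSO wells and -100% = median GW8510 positive control wells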
Target sequence (P49841 whole entry, looked up): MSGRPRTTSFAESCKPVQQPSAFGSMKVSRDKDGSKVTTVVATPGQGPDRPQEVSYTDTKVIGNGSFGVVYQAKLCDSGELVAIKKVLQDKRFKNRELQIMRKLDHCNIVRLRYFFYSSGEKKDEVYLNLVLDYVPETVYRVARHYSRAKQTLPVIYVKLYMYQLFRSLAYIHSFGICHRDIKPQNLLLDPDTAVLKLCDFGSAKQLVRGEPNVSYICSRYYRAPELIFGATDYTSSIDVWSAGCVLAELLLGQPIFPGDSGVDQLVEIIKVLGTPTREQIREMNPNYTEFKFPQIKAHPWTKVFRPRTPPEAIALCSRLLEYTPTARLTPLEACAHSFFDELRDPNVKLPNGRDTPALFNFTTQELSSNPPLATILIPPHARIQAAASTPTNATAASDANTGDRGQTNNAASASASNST
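Assay system: GST-fused GSK3beta enzyme, cell-free / Medium: Tris pH 7.5 buffer with MgCl2, DTT, BSA, heparin / Also added: peptide substrate plus 25 µM ATP (final) / Compound: 10 µM single point / Timing: kinase reaction with compound 60 min at room temperature / Detection: ADP-Glo luminescence / Benchmarks: DMSO neutral wells and GW8510 at 20 µM as positive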
AI-2 QS mod: modulates the Vibrio harveyi AI-2 quorum sensing system; Vibrio harveyi JMH597 AI-2 luminescence/OD600 ratio, 9 h; active compounds read low; strain lacks LuxN and CqsS sensors; 0 = neutral-control median; activity change, % at 7.5 µM; 0.4% of 300,000 active; in the data active = activity change below about -75%, passing the limit was not always enough;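 note: luminescence divided by OD600 gain over 9 h not by final OD600 alone; inactives centre near 13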
HSF1 activator: increases HSF-1 driven luciferase reporter signal; NIH3T3-HGL HSF-1 luciferase reporter, MG132, 8 h; 100% = twice DMSO control signal; activation, % at 9 µM; 1.7% of 300,000 active; AID 504408;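 active = mean replicate activation of at least 50% with a set share of replicates each reaching 50%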;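 note: 0% = median of the neutral control wells and 100% = twice that signal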
PolyA inhibitor: blocks polyadenylation in yeast reporter cells; S. cerevisiae SKY197-pL101 polyadenylation reporter, beta-gal luminescence; efflux-impaired pdr1/pdr3 knockout yeast; score 100 = 6 SD above DMSO; calls only at 12 µM; 0.02% of 300,000 active;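 active = lowest replicate activity score at least 50, where 100 means six control SD above control mean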;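 note: yeast exposed to compound for 9 h at 30 °C; higher score means more reporter readthrough which indicates perturbed polyadenylation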
KLF5 inhibitor: inhibitors of KLF5 expression; DLD-1 KLF5 promoter-luciferase reporter, luminescence; inhibition, % at 5 µM; 0.23% of 290,000 active; AID 1700;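 active = inhibition above a per-plate limit of that plate's mean compound inhibition plus 3 SD, cut at about 60% in these data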;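 note: 0% = DMSO wells and 100% = LY294002 at 200 µM; higher means less KLF5 promoter-driven luciferase light; inactives centre near -14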
HSP90 refold inh: HSP90 refolding inhibition in rabbit reticulocyte lysate; inhibition, % at 5.6 µM; 0.91% of 290,000 active; luciferase refolding luminescence, 3 h;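 active = inhibition above the screen-wide mean plus 3 SD, computed separately per campaign, cut at about 16% in these data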;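 note: 0% = DMSO wells and 100% = 60 µM geldanamycin wells; inhibitors lower the luminescence because luciferase stays unfolded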
HSF1 inhib: HSF1 inhibition; NIH3T3-HGL HSE-luciferase, MG132-induced, luminescence 8 h; active compounds read low; activity change, negative = inhibition, % at 7.5 µM (by protocol); 0.77% of 300,000 active; AID 2098;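 active = more than half of replicate wells show activity change below -50%, luminescence cut by over half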;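 note: luciferase reports HSF-1 transcriptional activity via heat shock element; 0% = median of DMSO wells and -100% = zero luminescence signal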
The depositor's hits bear a star; i = inactive; · = not tested or not shown. Only part of the results is shown, so the mix of outcomes need not match the whole.

The line under a structure holds: GSK3A inh	IEC-6 tox	aSyn 5UTR inh	GSK3beta inhib	AI-2 QS mod	HSF1 activator	PolyA inhibitor	KLF5 inhibitor	HSP90 refold inh	HSF1 inhib
1. O=C(CN1CCC(NC(=O)c2ccccc2F)CC1)Nc1ccc2c(c1)OCO2
  -2	-2	-10	4	16	5	i	-15	-3	5
2. S=C(NCCc1ccccc1)N1CCOCC1
  -3	0	-55	1	7	22	i	-12	0	2
3. CCOC(=O)CC(=O)CSc1nc(CC)c(C)cc1C#N
  -1	-5	-2	2	·	10	i	-1	0	3
4. CCOC(=O)c1[nH]c2cc(OC)c(OC)cc2c1NC(=O)c1ccc2c(c1)OCO2
  1	0	-6	4	25	5	i	-24	-3	5
5. CCN(CC)c1c([N+](=O)[O-])ncn1C
  -2	-1	-8	1	16	-1	i	-46	-1	-2
6. COc1cccc(CN2CC(C(=O)N(C)Cc3ccnc4ccccc34)CCC2=O)c1 (stereo unspecified)
  -4	9	-30	6	0	-9	i	-19	-6	-14
7. CCN1CCN(c2c(Cl)cccc2NC(=O)c2ccco2)CC1
  11	0	-4	-5	5	5	i	-17	1	8
8. Nc1ccc(-c2nnn(Cc3ccccc3F)n2)cc1
  -1	2	-71	1	-14	20	i	-141	2	13
9. CSc1ccc(CCNC(=O)c2ccc(CS(=O)Cc3ccccc3Cl)o2)cc1 (stereo unspecified)
  -1	-2	10	0	9	12	i	-27	1	8
10. COC(=O)CSc1nnc(C)n1-c1cccc(OC)c1
  -1	4	-18	-5	48	-5	i	-34	-1	-4
11. CCOc1ccccc1N(CC(=O)Nc1c(C)n(C)n(-c2ccccc2)c1=O)S(=O)(=O)c1ccccc1
  -1	-1	13	1	8	2	i	-25	-3	-7
12. COc1cccc2[nH]c(C(=O)NCCCN3CCCC3=O)cc12
  -2	-7	3	3	23	-2	i	-32	-2	-8
13. Cc1ccc(/C=N/NC(=O)c2cc3c(ccc4ccccc43)o2)cc1[N+](=O)[O-]
  -7	3	-6	3	10	3	i	-10	-1	-1
14. CCc1ccc(NC(=O)C/C(C)=N/NC(=O)OCc2ccc(OC)cc2)cc1
  -4	1	-38	2	8	19	i	-45	4	-1
15. CCCCn1c(N)c(N(CC(C)C)C(=O)c2ccc(C)c(S(=O)(=O)N3CCCCC3)c2)c(=O)[nH]c1=O
  ·	·	10	-9	6	-19	i	·	·	-5
16. COc1ccc2c(CN3CCN(S(=O)(=O)c4cccs4)CC3)cc(=O)oc2c1
  -3	-2	-14	2	16	0	i	1	-9	-10
17. CCc1cccc(CC)c1NC(=O)c1ccccc1CCc1ccccc1
  1	1	18	6	23	-4	i	9	1	2
18. O=C(CCNC(=O)c1ccccc1Cl)NC1=NCCS1
  -1	3	-5	1	-5	25	i	-22	-2	7
19. COc1cc(-c2cc(C(=O)Nc3cccc(S(=O)(=O)N(C)C)c3)c3ccccc3n2)cc(OC)c1OC
  -3	9	-3	4	-6	19	i	-1	4	-10
20. COc1ccc(/C(N)=N/OC(=O)c2ccc(Br)o2)cc1
  -3	3	-155	6	17	20	i	-104	-1	17
21. Cc1cc(C=O)c(C)n1-c1ccc(NC2CCCCC2)c([N+](=O)[O-])c1
  3	-1	54	0	4	-15	i	-12	1	8
22. CCOC(=O)c1cc(S(=O)(=O)NC2CCC(C)CC2)cn1C (stereo unspecified)
  -2	-2	2	-17	22	-8	i	-23	-6	-5
23. CCC1NC(C(=O)O)Cc2c1[nH]c1ccccc21 (stereo unspecified)
  8	·	-1	-4	39	-8	i	·	·	-2
24. Cc1c(NC(=O)Nc2ccc(Cl)cc2)c(=O)n(-c2ccccc2)n1C
  -3	5	-4	-2	31	-1	i	3	-1	3
25. O=C(c1cc([N+](=O)[O-])ccc1Cl)N1c2ccccc2Sc2ccccc21
  1	-6	16	0	11	-11	i	-7	0	-3
26. COc1ccc(C(=O)CN2CCN(S(=O)(=O)c3cccc([N+](=O)[O-])c3)CC2)cc1OC
  ·	-8	21	0	-11	-5	i	25	-8	-1
27. O=C(c1cccs1)N1C(=O)c2cccc3cccc1c23
  -2	-6	-7	-4	14	5	i	-9	0	1
28. CC(C)=CC(=O)O[C@H]1[C@@H]2[C@H](C)C(=O)O[C@@H]2C[C@@H](C)[C@@H]2[C@@H](O)CC(=O)[C@]21C
  -4	·	-2	1	-5	-3	i	·	·	5
29. C=CCc1cccc(/C=N/NC(=O)C(C)Nc2ccc(C)cc2)c1O (stereo unspecified)
  2	6	0	-1	3	15	i	-1	-5	5
30. CCc1ccccc1NC(=O)CSc1nnc([C@@H](NC(=O)OC(C)(C)C)C(C)CC)o1 (stereo partly specified)
  0	1	-8	2	10	-5	i	-1	-2	-6
31. CCOC(=O)c1sc(=S)n(CC)c1NC(=O)CC
  0	5	-7	-9	13	9	i	-20	4	4
32. O=C(NCc1ccc(F)cc1Cl)C1CC(=O)N(C2CCCCCCC2)C1 (stereo unspecified)
  -2	-3	10	3	7	-12	i	-8	-1	-1
33. CC(=O)c1cccc(NC(=S)NCCc2ccc(Cl)cc2)c1
  1	-1	-47	0	5	·	i	-8	0	·
34. COC(=O)C1CCCN1C(=O)c1cccs1 (stereo unspecified)
  -1	-1	-35	2	27	-9	i	-33	1	0
35. O=S(=O)(Nc1ccc2nc(-c3ccco3)[nH]c2c1)c1ccccc1
  -2	0	-181	1	3	17	i	-44	-1	5
36. COc1ccccc1OCCn1c(C(C)O)nc2ccccc21 (stereo unspecified)
  3	-3	1	-4	11	4	i	-3	-4	1
37. O=C(Cn1cc([N+](=O)[O-])ccc1=O)NCc1ccc(Cl)cc1Cl
  -3	-2	-15	2	13	-17	i	-30	-4	1
38. COC(=O)[C@@H](NC(=O)NCc1ccccc1Cl)C(C)C
  ·	2	7	1	14	0	i	-20	5	-11
39. O=S(=O)(Nc1nc(SCc2ccc(Cl)cc2)n[nH]1)c1ccccc1
  -4	9	13	-2	-5	-10	i	-8	8	-6
40. CCOC(=O)N1CCN(C(=O)C2CCN(C(=O)c3ccc(C(C)(C)C)cc3)CC2)CC1
  0	-6	4	2	19	0	i	-49	1	2
41. Cc1nn(CC(=O)N2CCN(C)CC2)c(=O)c2ccccc12
  -1	5	0	-2	-1	28	i	13	-1	-9
42. Cn1c(=O)[nH]c(=O)c2c1nc1n2CC(O)CN1c1ccccc1 (stereo unspecified)
  0	-4	2	-1	5	13	i	2	3	-1
43. Cc1occc(=O)c1O
  -3	-6	-6	0	13	-6	i	-9	4	-2
44. O=C(Nc1cccc(Cl)c1)c1cc(S(=O)(=O)N2CCCCC2)c[nH]1
  -1	0	36	2	2	35	i	-39	-1	3
45. c1ccc(C(c2c[nH]c3ccccc23)c2c[nH]c3ccccc23)nc1
  2	1	-2	3	-2	22	i	-29	7	2
46. Cc1cccc(-n2c(-c3csc(C)c3C)n[nH]c2=S)c1
  -1	-3	3	-3	6	11	i	-9	8	17
47. O=C(CCNC(=O)c1ccc(Br)cc1)Nc1ccccc1N1CCOCC1
  -4	·	-6	3	11	-2	i	·	·	2
48. O=C(NCc1csc(-c2cccs2)n1)Nc1cccc(Cl)c1
  -3	2	-18	2	16	20	i	0	1	2
49. Cc1cccc(C(=O)NCCc2csc(C)n2)c1
  1	3	3	0	10	-27	i	-27	0	-7
50. COc1cccc(-c2nn(-c3ccccc3)cc2CN(C)C(C)c2ccon2)c1 (stereo unspecified)
  -1	16	13	3	25	23	i	-19	6	6
51. Cc1cc(N/N=C/c2ccccc2Cl)nc(NCc2ccccc2)n1
  1	2	-28	0	27	13	i	-19	0	-2
52. COc1ccc(NC(=O)CSc2nccn2-c2cccc(OC)c2)cc1
  -1	2	·	-1	25	·	i	-17	-1	·

Screening results as filed in PubChem BioAssay.
